# Assay outcomes as filed in PubChem.
# HTRA1 inhibitor: HTRA1 serine protease inhibitors, primary screen, biochemical, fluorescence polarization, HTS. Q92743. recombinant HTRA1, FP-rhodamine activity-based probe. inhibition, % at 5.96 µM. actives 0.5% (n = 340,000); in the data active means inhibition above about 36%;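 further: 0% = enzyme with DMSO and 100% = wells lacking enzyme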
# LEDGF integ inh: blockers of LEDGF/p75-dependent integrase strand transfer – biochemical, TR-FRET, high throughput, primary screen | HIV-1 integrase (with human LEDGF/p75) | inhibition, % at 3.7 µM | TR-FRET IN-LEDGF/p75 DNA integration, Eu/Cy5 | actives 0.64% (n = 370,000);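 active means inhibition above the screen-wide mean plus 3 SD, cut at about 13% in these data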;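 further: signal is the Cy5 over europium emission ratio at 671 and 618 nm; 0% = plate median of compound wells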
# PG9 binder: binders of HIV-1 gp120 antibody PG9, primary screen, biochemical, TR-FRET. AID 624416, 2012. TR-FRET gp120-PG9 antibody binding. HIV-1 gp120 / PG9 antibody interaction. actives 0.43% (n = 360,000). inhibition, % at 6.7 µM; in the data active means inhibition above about 8.5%
# mABHD4 FP: ABHD4 inhibitors, primary screen, biochemical, fluorescence polarization, mouse; inhibition, % at 8.92 µM; actives 0.54% (n = 370,000); purified mABHD4, FP-Rh probe fluorescence polarization; (Lyso)-N-acylphosphatidylethanolamine lipase (Mus musculus), Q8VD66; AID 720543, 2013;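 active means inhibition exceeding the mean over every tested compound plus 3 SD, cut at about 30% in these data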;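 further: 0% = plate median of compound wells and 100% = S159A mutant with DMSO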
#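 Doses – 8.92 µM, single dose · Material – wild-type mouse ABHD4 protein · Replication – single well per compound (singlicate) · Measure – percent inhibition of probe binding, normalized to plate controls · Schedule – 45 min compound pre-incubation plus 60 min probe step, 25 °C · Detection – fluorescence polarization with parallel and perpendicular emission, 525/598 nm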
# DDE Tn7 FP inh: inhibitors of Tn7 peptide binding to fibrin DD(E), primary screen, biochemical, fluorescence polarization, human fibrin, Tn7 probe; actives 0.13% (n = 370,000); inhibition, % at 8.3 µM; FP displacement of FITC-Tn7 peptide from fibrin DD(E); 0% = median of compound wells per plate; Fibrinogen beta chain (Homo sapiens), P02675;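 active means inhibition above the mean of compounds falling within the control limits plus 3 SD of them, cut at about 14% in these data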;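 further: 0% = plate median of compound wells and 100% = 10 µM Aha-Tn7 peptide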
# Target sequence (P02675 whole entry, looked up): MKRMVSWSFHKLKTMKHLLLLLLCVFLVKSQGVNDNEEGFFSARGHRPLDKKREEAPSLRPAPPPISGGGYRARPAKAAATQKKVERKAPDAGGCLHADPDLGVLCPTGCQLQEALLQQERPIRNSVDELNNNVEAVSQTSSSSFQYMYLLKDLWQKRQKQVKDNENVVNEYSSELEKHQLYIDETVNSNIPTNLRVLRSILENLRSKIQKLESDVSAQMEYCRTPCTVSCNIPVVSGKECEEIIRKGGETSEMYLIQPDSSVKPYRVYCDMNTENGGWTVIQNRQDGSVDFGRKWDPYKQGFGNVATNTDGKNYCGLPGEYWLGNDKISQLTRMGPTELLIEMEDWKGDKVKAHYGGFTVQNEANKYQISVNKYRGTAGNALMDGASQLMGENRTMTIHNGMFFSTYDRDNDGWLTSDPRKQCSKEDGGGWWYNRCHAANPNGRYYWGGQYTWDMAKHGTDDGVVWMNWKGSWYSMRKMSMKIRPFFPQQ
#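 Assay system: Human fibrin DD(E) protein | Medium: Tris buffer with calcium and detergent, pH 7.8 | Reagent: 0.1 µM fluorescent Tn7 | Compound dosing: Single point at 8.3 µM | Times: 10 min preincubation, 3 h with tracer, room temperature | Detection: Fluorescence polarization of the labelled Tn7 tracer | Controls: Aha-Tn7 high control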
# TCR-CD3 inh: inhibitors of human TCR-CD3 interaction, primary screen, biochemical, fluorescence, TAMRA-labeled TCR probe; inhibition, % at 9.4 µM; T-cell receptor (TCR); AID 651800, 2012; actives 0.37% (n = 360,000); in the data active means inhibition above about 19%;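 further: recombinant mutant TCR 2C K166C tagged with TAMRA read by polarization; 0% = receptor in buffer alone and 100% = receptor with positive control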
# TDP2 inh: human TDP2 enzyme inhibitors, primary screen, biochemical, epi absorbance, recombinant enzyme; T5PNP hydrolysis, p-nitrophenol absorbance 415 nm; inhibition, % at 12.8 µM; actives 0.34% (n = 370,000); AID 720702, 2013;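 active means inhibition above the mean of all tested compounds plus 3 SD, set per campaign, cut at about 25% in these data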;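 further: 0% = DMSO with enzyme and 100% = buffer with substrate but no TDP2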
#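 System – recombinant human TDP2 · Quantity – TDP2 enzyme at 120 nM final · Doses – single concentration, 12.8 µM nominal, with 1% DMSO · Incubation – 2 h at 37 °C · Measured by – epi absorbance of p-nitrophenol freed from T5PNP by hydrolysis · Read-out – % inhibition relative to enzyme-containing and enzyme-free wells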
# UHRF1 MBD2 ctr: UHRF1 methylated DNA binding inhibitors, primary screen, counter-screen for MBD2 inhibitor project, biochemical, TR-FRET, human UHRF1, single concentration; AID 687016, 2013; actives 0.75% (n = 370,000); E3 ubiquitin-protein ligase UHRF1 (Homo sapiens), Q96T88; UHRF1 binding to methylated oligo; inhibition, % at 4.4 µM; in the data active means inhibition above about 21%;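 further: UHRF1 SRA domain binding a hemimethylated CpG hairpin DNA probe; 0% = median of test compound wells and 100% = reference inhibitor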
# PRMT1 inh: PRMT1 methyltransferase inhibitors, primary screen, biochemical, fluorescence polarization | Protein arginine N-methyltransferase 1 (Homo sapiens), Q99873 | recombinant PRMT1, activity-based probe fluorescence polarization | inhibition, % at 2.79 µM | actives 1.3% (n = 370,000) | AID 652257, 2013;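 active means inhibition above about 21% made by adding two undisclosed values, limit read from the data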
# SIAE primary: human SIAE inhibitors, primary screen, biochemical, fluorescence polarization, FP-Rh probe, 1536-well HTS. Sialate O-acetylesterase (Homo sapiens), Q9HAT2. SIAE FP-Rh probe binding. inhibition, % at 9.66 µM. actives 0.69% (n = 370,000). AID 1053197, 2014;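 active means inhibition above a cutoff: mean of compounds within the control limits plus 3 SD of those, cut at about 17% in these data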;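 further: 0% = plate median of compound wells and 100% = probe without SIAE protein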
# Target sequence (Q9HAT2 whole entry, looked up): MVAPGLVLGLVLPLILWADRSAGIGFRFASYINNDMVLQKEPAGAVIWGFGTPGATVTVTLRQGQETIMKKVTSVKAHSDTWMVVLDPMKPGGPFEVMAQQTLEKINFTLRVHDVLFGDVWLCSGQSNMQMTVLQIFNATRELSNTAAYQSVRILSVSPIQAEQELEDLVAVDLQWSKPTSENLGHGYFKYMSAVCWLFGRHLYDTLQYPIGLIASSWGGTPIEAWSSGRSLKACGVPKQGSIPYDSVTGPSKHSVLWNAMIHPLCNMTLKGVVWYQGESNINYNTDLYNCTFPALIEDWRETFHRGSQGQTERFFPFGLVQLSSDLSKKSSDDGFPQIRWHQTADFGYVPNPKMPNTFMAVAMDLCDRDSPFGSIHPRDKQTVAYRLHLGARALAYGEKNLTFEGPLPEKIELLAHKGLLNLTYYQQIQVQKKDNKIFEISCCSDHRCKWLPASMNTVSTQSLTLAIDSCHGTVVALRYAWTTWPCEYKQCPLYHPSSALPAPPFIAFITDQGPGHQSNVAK
# * = called active by the depositor; . = not tested or not shown.
no.	structure	HTRA1 inhibitor	LEDGF integ inh	PG9 binder	mABHD4 FP	DDE Tn7 FP inh	TCR-CD3 inh	TDP2 inh	UHRF1 MBD2 ctr	PRMT1 inh	SIAE primary
1	COc1cc(C=NCC2OCCc3ccccc32)cc(OC)c1 (stereo not given)	-7	-5	-1.0	-7	2	4	1	5	2	-5
2	OC(CNCc1ccc(Cl)cc1)(c1ccccc1)c1ccc(F)cc1 (stereo not given)	-24	-3	2.5	-5	3	-1	-6	5	1	-3
3	O=C(N/N=C\c1ccc(CN(Cc2ccc(Cl)cc2)S(=O)(=O)c2ccccc2)o1)C(=O)Nc1ccc(F)cc1	-13	-1	-2.7	4	3	4	7	-2	-1	-12
4	Nc1nc(N)c2c(n1)CN(Cc1ccc(Cl)cc1)C2	2	-3	-1.7	0	-4	0	3	-4	3	4
5	CC1=CC(C)(C)N2C(=O)C(=Nc3ccc(O)cc3)c3cccc1c32	53*	17*	-13	60*	-6	42*	12	-11	20	22*
6	COC(=O)C1CCCN(C(=O)C(Cc2ccc3c(c2)OCO3)NC(C)=O)C1 (stereo not given)	.	1	.	-2	-10	.	4	-1	-1	-1
7	COc1cc(/C=N/n2c(-c3cc(-c4ccccc4)n[nH]3)n[nH]c2=S)ccc1OCc1ccccc1	.	-5	.	-22	1	.	-13	4	26*	-4
8	CCN(CC)CCn1c2ccccc2c2cnc(N)c(C#N)c21	4	2	1.8	-3	6	9	-7	17	-3	8
9	O=C1CCC(C(=O)N2CCN(c3ccc(F)cc3)CC2)CN1CC1CCCCC1 (stereo not given)	8	-3	-1.2	3	-2	-6	10	2	6	-4
10	Fc1ccc(-n2nnc(-c3ccccc3Br)n2)cc1	-7	-5	-0.8	-9	6	4	-7	-1	3	3
11	COc1ccc(CN2CC(=O)N3[C@H]4c5cc(C)ccc5OC[C@@H]4[C@H](c4ccccc4)[C@]3(C)C2=O)cc1	-48	3	1.3	-29	1	-6	-12	4	22*	-4
12	CCCc1cc(-c2[nH]ncc2-c2ccc3c(c2)OCCCO3)c(O)cc1OC	.	-1	1.2	-3	-7	1	-12	-4	-2	5
13	FC(F)(F)c1cccc(Cc2noc(CN(Cc3ccccn3)CC3CCCO3)n2)c1 (stereo not given)	3	-5	0.3	11	-1	-8	-3	2	2	4
14	Cc1nc(C(F)(F)F)ccc1C(=O)N1CCCC1(C)C(=O)NCC(C)C (stereo not given)	.	-2	-0.3	-1	-1	-5	2	3	3	-3
15	CN(C)c1cccc2c1c(NC(=O)c1ccc(Cl)cc1)nn2C	-3	1	-1.9	8	0	-4	9	-4	1	11
16	COc1ccc(C(=O)NCc2ccc(N3CCN(C(=O)OC(C)(C)C)CC3)cc2)cc1	9	-3	0.9	1	-3	8	1	3	-2	-1
17	Cc1c(N2C(=O)/C(=C/C3CC=CCC3)SC2=S)c(=O)n(-c2ccccc2)n1C (stereo not given)	.	1	-3.5	6	-1	-2	19	-8	39*	0
18	CCn1c(C)c(C)c2cc(C(=O)Nc3cccc(Cl)c3)ccc21	-40	-1	-1.0	-15	0	-3	-2	-1	-1	-13
19	COc1ccc(-n2c(-c3cnccn3)n[nH]c2=S)cc1	-3	-5	1.1	2	-7	1	-3	-2	-2	2
20	CCc1nnc2c(NCCc3ccc(OC)c(OC)c3)nc3ccccc3n12	-3	0	5.6	2	2	1	4	-2	-2	7
21	Cn1cccc1/C=C(\C#N)C(N)=S	-3	-4	-4.1	4	0	-1	4	-6	-1	-1
22	CCOC(=O)c1nn(-c2ccc(F)cc2)c(=O)c(C#N)c1C	4	1	0.0	-6	9	-5	-4	0	1	1
23	O=C(NCc1ccccc1)c1n[nH]nc1-c1ccccc1O	3	-1	-0.5	-2	4	-5	2	2	4	-6
24	CN(c1ccc(S(=O)(=O)N2CCOCC2)cn1)C1CCCCC1	-4	4	0.1	-8	3	-6	10	1	5	3
25	CC1=CC(C)(C)N(C(=O)CN2C(=O)c3ccccc3C2=O)c2ccc(C)cc21	-16	7	-1.6	-2	3	0	-15	2	-2	5
26	O=[N+]([O-])c1ccccc1OCCOCCOc1cccc2cccnc12	-3	1	-1.4	14	-4	-12	4	2	0	9
27	COc1cc(C#Cc2ccc3cc(CCO)oc(=O)c3c2)cc(OC)c1	-160	2	-2.1	-54	-2	6	-7	2	0	-47
28	CCc1nnc(NC(=O)CN2C(=O)c3ccccc3S2(=O)=O)s1	-1	5	-2.0	7	-2	-3	1	1	-1	2
29	COc1ccccc1C(O)(C(=O)NNc1cccc(C)c1)c1ccccc1OC	4	-6	-1.6	4	4	-6	-14	1	3	0
30	COc1ccc(-n2nnnc2CNC(=O)C2CC(=O)N(c3ccc(Cl)cc3)C2)cc1 (stereo not given)	1	5	-1.0	-3	3	1	5	-2	-2	-3
31	O=C(c1cc(COc2ccccc2)on1)N1CCCC(CN2CCOCC2)C1 (stereo not given)	-4	4	-0.2	2	5	6	-6	-2	-1	2
32	COc1ccc2c(C)c(C)c(=O)oc2c1OC	1	-5	-0.4	3	3	-1	1	3	5	-5
33	O=C(CCCOc1ccc(Cl)cc1Cl)NCCCO	2	4	-0.3	-1	-10	-6	3	0	-1	3
34	CCCCc1nnc(NC(=O)CN2C(=O)c3ccccc3C2=O)s1	-8	-4	-0.5	6	7	-7	7	-2	2	4
35	CC(=O)Nc1ccc(NC(=O)COC(=O)C2CCC(C(C)(C)C)CC2)cc1 (stereo not given)	1	0	-1.6	-20	-5	5	-2	2	1	-1
36	O=C(COC(=O)/C=C/c1cccc(Br)c1)Nc1ccc(Cl)cn1	2	6	0.4	-8	-6	-1	-10	-1	-7	-8
37	CO/N=C(\N)c1ccc([N+](=O)[O-])cc1	0	3	-0.5	-3	-4	6	6	-2	-3	3
38	CC(=O)N1Cc2cc(C(=O)NCC(F)(F)F)nc(-c3cccc(-c4cccnc4)c3)c2[C@@H]1CCO	.	1	-5.0	3	1	-1	4	20	3	0
39	CCN(CC)C(=O)C12CC3CC(CC(Cl)(C3)C1)C2	0	1	-0.9	1	-2	6	-4	2	-2	-5
40	CCCCC[C@H]1CCCCC[C@@H](O)C[C@@H](O)[C@@H](O)/C=C/C(=O)O1	.	-1	-0.2	-1	-5	-4	-2	1	4	1
41	CC(=O)c1cccc(NC(=O)CN2CCc3cc4c(cc3C2C)OCCCO4)c1 (stereo not given)	-3	2	-3.1	3	5	6	-3	0	-1	-5
42	Cc1ccc[n+](CC(=O)Nc2ccc([N+](=O)[O-])cc2)c1	-1	0	-2.7	-3	-3	1	-9	-1	0	-2
43	COc1ccc(C2(O)CCN(Cc3nnnn3Cc3ccc(C)cc3)CC2)cc1	-4	-6	-1.2	2	-7	-4	-9	1	0	8
44	Cn1c(=O)cc(OCC(=O)N2CCN(c3ccccc3F)CC2)c2ccccc21	-3	-1	-2.3	3	2	-3	5	3	1	1
45	Brc1ccc(CSc2nnc(-c3ccco3)o2)cc1	3	2	0.7	-1	2	10	17	-1	1	8
46	COc1ccccc1N(C)S(=O)(=O)c1ccc(Cl)c(C(=O)Nc2ccccc2N2CCOCC2)c1	0	-3	-0.5	-1	1	-1	-2	3	1	-7
47	CCc1cccc(CC)c1NC(=O)CSc1nc2ccc(N3C(=O)C4C(C3=O)[C@H]3C=C[C@@H]4C3)cc2s1 (stereo not given in full)	-11	2	-1.0	0	-8	7	5	1	1	9
48	CC(=O)c1c(C)[nH]c(C(=O)N2CCCC(C)C2)c1C (stereo not given)	4	-1	-0.3	-4	-3	-5	8	0	1	-4

# Entries 26–32 of the list above:
no.	structure	HTRA1 inhibitor	LEDGF integ inh	PG9 binder	mABHD4 FP	DDE Tn7 FP inh	TCR-CD3 inh	TDP2 inh	UHRF1 MBD2 ctr	PRMT1 inh	SIAE primary
26	O=[N+]([O-])c1ccccc1OCCOCCOc1cccc2cccnc12	-3	1	-1.4	14	-4	-12	4	2	0	9
27	COc1cc(C#Cc2ccc3cc(CCO)oc(=O)c3c2)cc(OC)c1	-160	2	-2.1	-54	-2	6	-7	2	0	-47
28	CCc1nnc(NC(=O)CN2C(=O)c3ccccc3S2(=O)=O)s1	-1	5	-2.0	7	-2	-3	1	1	-1	2
29	COc1ccccc1C(O)(C(=O)NNc1cccc(C)c1)c1ccccc1OC	4	-6	-1.6	4	4	-6	-14	1	3	0
30	COc1ccc(-n2nnnc2CNC(=O)C2CC(=O)N(c3ccc(Cl)cc3)C2)cc1 (stereo not given)	1	5	-1.0	-3	3	1	5	-2	-2	-3
31	O=C(c1cc(COc2ccccc2)on1)N1CCCC(CN2CCOCC2)C1 (stereo not given)	-4	4	-0.2	2	5	6	-6	-2	-1	2
32	COc1ccc2c(C)c(C)c(=O)oc2c1OC	1	-5	-0.4	3	3	-1	1	3	5	-5
